# Bioassay records deposited in PubChem BioAssay by Sanford-Burnham Center for Chemical Genomics.
# SENP6 inh: inhibitors of human SENP6 protease | Recombinant SENP6 catalytic domain, aminoluciferin luminescence | inhibition, % at 10 µM | hit rate 1.8% among 330,000;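 active means inhibition above about 50% at the single tested dose, limit read from the data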;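 further: plate controls were DMSO wells with enzyme for no effect and DMSO wells lacking enzyme for full effect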
# Target sequence (Q9GZR1 628-1112 limits assumed): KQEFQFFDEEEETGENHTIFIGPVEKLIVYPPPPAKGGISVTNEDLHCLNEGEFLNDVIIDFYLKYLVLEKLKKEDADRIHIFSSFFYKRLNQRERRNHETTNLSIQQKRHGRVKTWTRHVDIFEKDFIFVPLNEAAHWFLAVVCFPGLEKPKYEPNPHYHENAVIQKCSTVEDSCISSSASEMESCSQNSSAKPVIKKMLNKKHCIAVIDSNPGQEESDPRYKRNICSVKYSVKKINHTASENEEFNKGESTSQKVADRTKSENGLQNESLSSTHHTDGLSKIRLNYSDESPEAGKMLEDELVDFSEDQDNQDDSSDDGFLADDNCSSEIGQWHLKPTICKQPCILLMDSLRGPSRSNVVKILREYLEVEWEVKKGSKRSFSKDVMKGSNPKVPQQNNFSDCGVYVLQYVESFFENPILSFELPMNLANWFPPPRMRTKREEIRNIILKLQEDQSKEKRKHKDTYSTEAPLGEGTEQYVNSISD
# SENP8 block-1: SENP8 protease inhibition | inhibition, % at 10 µM | Q96LD8 | hit rate 1.2% among 330,000 | purified SENP8, Z-RLRGG-aminoluciferin cleavage, luminescence | AID 2540; in the data active means inhibition above about 50%
# PfGluPho inh: PfG6PD (Plasmodium falciparum) enzyme inhibition. PfGluPho enzyme, NADPH resazurin-diaphorase fluorescence. inhibition, % at 20 µM. hit rate 0.78% among 350,000. AID 504690;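 active means inhibition reaching at least a set limit at 20 µM in the primary screen, cut at about 59% in these data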;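 further: 0% = DMSO wells with substrate and 100% = DMSO wells lacking glucose-6-phosphate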
# UBC13 inh: inhibitors of human UBC13 polyubiquitin chain formation; hit rate 0.47% among 330,000; P61088; TR-FRET; inhibition, % at 20 µM; in the data active means inhibition above about 45%, passing the limit was not always enough
# Target sequence (P61088 whole entry, looked up): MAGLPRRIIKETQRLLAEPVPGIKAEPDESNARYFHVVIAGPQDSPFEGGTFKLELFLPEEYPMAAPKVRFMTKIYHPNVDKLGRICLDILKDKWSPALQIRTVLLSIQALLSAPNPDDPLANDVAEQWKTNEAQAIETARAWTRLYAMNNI
# SENP1 inh: blocks the human SENP1 SUMO protease catalytic domain; Q9P0U3; recombinant SENP1 catalytic domain, CyPet-SUMO1-YPet FRET cleavage; inhibition, % at 10 µM; hit rate 0.21% among 360,000;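 active means inhibition at least 30% at 10 µM, raw YFP signal under a set limit, fluorescence ratio 0.5 to 1.5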;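 further: 0% = enzyme with DMSO and 100% = no enzyme wells; some results filed as inactive read as strong as hits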
#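 Compound: 10 µM single point, 0.5% DMSO; Test system: hSENP1 catalytic domain, recombinant; Timing: 50 min reaction at room temperature; Technique: FRET, CFP and YFP emission; Control set: no-enzyme wells low, DMSO-plus-enzyme wells high control.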
# SENP8 block-2: SENP8 (human) protease inhibition; hit rate 0.64% among 360,000; inhibition, % at 20 µM; recombinant SENP8, Nedd8 substrate fluorescence; AID 602440; Q96LD8; in the data active means inhibition mostly above about 40%, no sharp cut-off; inactive means mostly below about 27%
# beta cell repl: inducers of beta-cell replication in MIN6 cells. MIN6 cells proliferation, ATPlite luminescence, 48 h; cells starved in 0.2% serum; 100% = growth in 10% serum. proliferation, % at 10 µM. hit rate 0.29% among 330,000. AID 2380;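 active means compounds whose signal lies at least 3.5 SD above the mean of all wells on their plate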;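 further: 0% = DMSO-treated cells in low-serum medium and 100% = 10% serum control; some compounds called inactive have numbers as strong as hits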
# HKDC1 inh: blocks human hexokinase HKDC1 activity. Q2TB90. recombinant HKDC1, G6PDH/diaphorase resazurin coupled fluorescence. inhibition, % at 20 µM. hit rate 0.16% among 340,000. AID 493160;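 active means inhibition above about 35% when tested at 20 µM, limit read from the data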;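 further: plate controls were DMSO wells with enzyme for no effect and DMSO wells lacking enzyme for full effect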
#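 Test system: recombinant HKDC1 (HK5) hexokinase enzyme, produced in-house; Amount: enzyme 5 µg/mL final; Buffer or medium: Tris pH 8.0 buffer with MgCl2, Tween-20, BSA, BME; Reagent: glucose and ATP substrates; Doses: 20 µM test compound, 1% DMSO; Incubation: 90 min reaction incubation at room temperature, dark; Detection: resorufin fluorescence at 613 nm.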
# SENP7 block: blocks the human protease SENP7. recombinant SENP7, Z-RLRGG-aminoluciferin luminescence, 40 min. inhibition, % at 5 µM. hit rate 1.5% among 330,000;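 active means inhibition above about 50% at the single test dose, limit read from the data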;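 further: plate controls were DMSO with enzyme for no effect and no enzyme buffer wells for full effect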
# Target sequence (Q9BQF6 706-1050 limits assumed): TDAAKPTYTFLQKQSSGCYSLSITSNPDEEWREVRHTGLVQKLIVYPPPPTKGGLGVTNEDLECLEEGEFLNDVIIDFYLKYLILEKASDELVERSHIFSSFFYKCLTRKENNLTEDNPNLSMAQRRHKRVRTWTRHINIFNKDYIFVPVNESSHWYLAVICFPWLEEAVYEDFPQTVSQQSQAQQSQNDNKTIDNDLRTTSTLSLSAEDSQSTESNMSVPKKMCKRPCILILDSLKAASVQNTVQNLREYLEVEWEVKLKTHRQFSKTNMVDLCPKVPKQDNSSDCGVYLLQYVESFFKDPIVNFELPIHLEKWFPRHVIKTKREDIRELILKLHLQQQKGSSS
# The depositor's hits bear a star; · = no result given.
SMILES,SENP6 inh,SENP8 block-1,PfGluPho inh,UBC13 inh,SENP1 inh,SENP8 block-2,beta cell repl,HKDC1 inh,SENP7 block
COc1ccccc1C(=O)NCCn1cc(SCC(=O)Nc2nnc(C)s2)c2ccccc21,-6,0,-25,3,0,11,2,4,-3
COc1ccc(CCN2C(=O)C3C4C=CC(C4)C3C2=O)cc1OC (stereo not drawn),1,1,-9,3,9,19,0,3,-1
COc1ccc(NC(=O)C2CCCCC2)cc1S(=O)(=O)N1CCOCC1,0,4,-11,5,3,16,6,-7,-2
COc1ccc(OC)c(C2C=C(C34CC5CC(CC(C5)C3)C4)NC(=S)N2)c1 (stereo not drawn),14,-2,1,1,5,-258,-6,-5,1
O=C(c1ccc(O)cc1)c1ccc(C(=O)c2ccc(O)cc2)cc1,-18,-7,-34,-1,1,14,-3,2,-6
Cc1nc2ccc(-c3nc4ccccc4o3)cc2[nH]1,8,28,2,4,2,-361,-4,2,62*
O=C(CNC(=O)c1ccc(Cl)cc1Cl)OCC(=O)N1CCN(c2ccccc2)CC1,-18,-8,-19,-12,2,5,-4,-1,6
COc1ccc(-c2csc(Nc3ncccc3C)n2)cc1,100*,92*,20,12,1,11,-3,-5,93*
CCn1c(=S)[nH]c2scc(-c3cccs3)c2c1=O,·,·,-27,·,1,-9,·,3,·
CCC(=O)Nc1ccc(C(=O)NCCCn2ccnc2)cc1,2,0,-7,-8,0,-2,-2,-7,10
C=CCOC(=O)c1c(C)nc2cc3c(cc2c1C)OCO3,-22,-15,-1,2,-12,-188,-1,-5,-5
COC(=O)C1CSC(C(=O)OC)N1C(=O)Nc1ccc(Cl)cc1 (stereo not drawn),-22,3,-6,0,1,16,-3,2,0
COc1ccc2oc(C(=O)OCC(=O)NCc3ccc(OC)c(OC)c3)c(C)c2c1,7,-3,-6,9,-1,-335,2,7,1
CC1CC(C)C[N+](=C2C=C(N3CCCC3)CC(C)(C)C2)C1 (stereo not drawn),·,·,-8,·,2,3,·,-6,·
Cc1cc(NC(=O)CS(=O)(=O)c2c[nH]c3ccccc23)no1,-10,-2,-12,-2,1,15,2,2,3
Cc1cc(C(=O)Nc2ccncc2)c2ccccc2n1,-7,1,-6,-4,0,4,0,-3,-6
CN(C)c1ccc(CN(C(=O)c2ccc(Cl)c([N+](=O)[O-])c2)C2CCS(=O)(=O)C2)cc1 (stereo not drawn),-13,-9,5,-4,-1,-109,-3,-2,-13
COC(=O)CSc1nnc(-c2cnccn2)n1C,7,-4,9,10,2,1,-2,7,-5
C=CCOc1ccccc1CN1CCN(CCc2ccccc2)C(CCO)C1 (stereo not drawn),-9,-4,3,8,0,1,-2,-1,3
COc1ccccc1CNc1nc(S(=O)(=O)c2ccccc2)c(Cl)s1,-5,3,-2,0,1,12,-4,3,0
COc1cc(Cl)c(CNC[C@H]2O[C@@H](n3cnc4c(N)ncnc43)[C@H](O)[C@@H]2O)c(Cl)c1O,·,·,29,·,0,11,·,6,-6
COc1ccc(CNC(=O)CN(CC2CCCO2)C(=O)CNS(=O)(=O)c2ccccc2)cc1 (stereo not drawn),12,-6,4,-8,1,28,-2,-4,-5
COc1ccccc1CC(=O)N1CCN(c2ccccn2)CC1,-22,0,-24,8,1,-15,-2,-4,-2
COC(=O)C1CCN(C(=O)C2CC(=O)N(c3ccc(C)c(Cl)c3)C2)CC1 (stereo not drawn),·,·,-51,·,-10,12,·,-2,·
O=C(CN1N=C(C(F)(F)F)CC1(O)c1ccc([N+](=O)[O-])cc1)c1ccccc1 (stereo not drawn),4,-2,-4,-4,2,11,0,2,-1
COc1ccc2[nH]c(C(=O)O)c(NC(=O)c3ccccc3[N+](=O)[O-])c2c1,6,1,7,1,4,36,-1,-4,-1
CC(=O)Nc1ccc(NC(=O)CSc2nc(N)c(NC(=O)c3ccco3)c(=O)[nH]2)cc1,-7,0,-9,-1,0,-5,0,0,12
CC(C)n1cc(NC(=O)COc2ccccc2Cl)cn1,-17,-6,-2,3,0,-1,0,-6,-1
COc1ccc(CCNC(=O)C(=O)NCc2cccs2)cc1OC,-8,0,7,-6,0,7,-1,-2,2
O=C(c1ccncc1)N1CCN(S(=O)(=O)c2cccc(C(F)(F)F)c2)CC1,-12,-6,3,-14,1,10,-4,-6,-7
O=C(CCS(=O)(=O)c1ccc(F)cc1)Nc1nnc(-c2cccs2)o1,-12,-4,-3,1,2,-306,-6,0,-5
Cc1ccc(-c2nn(-c3ccccc3)cc2/C=N/n2c(-c3cccs3)n[nH]c2=S)cc1,-7,-3,-10,-12,1,18,-6,1,4
O=C(N/N=C/c1cccc2ccccc12)C(=O)N1CCCC1,24,4,-7,0,0,8,3,5,10
NC(=O)C1(N2CCCCC2)CCN(S(=O)(=O)c2ccccc2)CC1,-2,5,10,8,2,-3,1,-4,3
COc1cccc(OCc2cc(C(=O)N3CCN(C4CCCCC4)C(=O)C3)no2)c1,1,2,-4,1,2,12,-1,0,5
COc1ccccc1N(CC(=O)NC1CCCCC1C)S(=O)(=O)c1cccs1 (stereo not drawn),5,2,14,-2,3,12,-5,-5,2
Cc1cc(C)n(CCN(C)C(=O)C2CCC(=O)N(CCN3CCOCC3)C2)n1 (stereo not drawn),-10,-5,2,-1,-2,6,5,-2,2
CC1(C)C2CCC(C2)C1(C)NC(=O)CNCC1CCCCC1 (stereo not drawn),-11,6,18,14,1,14,-1,-4,-1
CCOC(=O)Cn1cnc2c(nnn2-c2cccc(OC)c2)c1=O,20,-1,13,7,1,13,0,-5,-2
CC(C)c1cc(-c2cc(C(=O)NCc3ccccc3)on2)nc(NCC2CC2)n1,-27,-16,14,12,1,-496,-8,1,-14

# The final four compounds of the section before lead into the next.
SMILES,SENP6 inh,SENP8 block-1,PfGluPho inh,UBC13 inh,SENP1 inh,SENP8 block-2,beta cell repl,HKDC1 inh,SENP7 block
Cc1cc(C)n(CCN(C)C(=O)C2CCC(=O)N(CCN3CCOCC3)C2)n1 (stereo not drawn),-10,-5,2,-1,-2,6,5,-2,2
CC1(C)C2CCC(C2)C1(C)NC(=O)CNCC1CCCCC1 (stereo not drawn),-11,6,18,14,1,14,-1,-4,-1
CCOC(=O)Cn1cnc2c(nnn2-c2cccc(OC)c2)c1=O,20,-1,13,7,1,13,0,-5,-2
CC(C)c1cc(-c2cc(C(=O)NCc3ccccc3)on2)nc(NCC2CC2)n1,-27,-16,14,12,1,-496,-8,1,-14
Cc1ccccc1CNC(=O)c1ccc(CSCc2ccccc2)cc1,-6,-2,3,-1,1,-4,-7,5,0
COc1ccc(C)cc1NC(=O)CSc1nnc2ccc(-c3ccccn3)nn12,-15,5,3,4,0,10,-1,-1,3
O=C(NC1CCCCC1)C(c1ccc(F)cc1)N(Cc1ccco1)C(=O)c1csnn1 (stereo not drawn),-27,-7,2,-1,1,-8,-3,-3,-9
Cc1sc(N)nc1-c1ccc2c(c1)OCCO2,12,-6,23,-6,1,1,3,-6,4
Cc1ccc(S(=O)(=O)N2CCCC2CO)cc1 (stereo not drawn),-4,-8,-7,6,2,32,0,2,-10
O=C(NN1C(=O)C2C3C=CC(O3)C2C1=O)c1cccc(Br)c1 (stereo not drawn),-8,-7,10,-3,-2,3,-3,-4,-3
CC(=O)N1CCc2cc(S(=O)(=O)Nc3cccc(C(F)(F)F)c3)ccc21,-6,3,5,2,2,22,0,-3,3
C/C(CC(=O)Nc1ccccn1)=N\NC(=O)c1ccccc1,-17,-8,·,-5,·,·,0,·,-5
Cc1cccc(NC(=O)N2C3CCCC2CC(NC(=O)C2CC2)C3)c1 (stereo not drawn),-3,0,-19,-6,2,5,0,-4,1
CCCCCCn1c(N2CCN(c3ccccc3)CC2)nc2c1c(=O)n(C)c(=O)n2C,0,3,20,8,1,14,-6,0,10
CCn1nc(C)c(NC(=O)c2cnn3c(C(F)F)cc(-c4ccccc4)nc23)c1C,2,-9,-12,-8,-2,17,6,-7,-14
O=C(NCCOc1ccccc1F)c1ccc2c(=O)n3c(nc2c1)CCC3,-1,-5,2,6,-9,-413,-1,-10,18
CCOc1ccccc1NC(=O)CN1CCC(C(=O)c2ccc(F)cc2)CC1,-2,4,25,73*,1,14,0,-3,10
Cc1cccc(C)c1OCc1cc(C(=O)NCC2CC2)no1,-14,-5,11,-5,1,-6,2,5,-7
Cn1nnnc1SCC(=O)Nc1ccc(N2CCOCC2)cc1,-25,-11,-3,2,1,-2,-2,-7,-18
CCOc1ccc(Cl)cc1C1=CC(=O)C[C@H](c2ccc(OC)cc2)C1,-23,-6,14,-14,-1,-2,-7,2,-15
O=C(OCCOc1ccccc1)c1n[nH]c2ccccc12,22,0,13,10,1,12,1,0,3
O=C(Nc1nc2ccccc2n1CCN1CCCCC1)C1CCCCC1,4,4,-5,2,2,18,-1,-9,-1
O=C(Cn1ncc2c(=O)oc3ccccc3c21)N1CCC(N2CCCCC2)CC1,-10,4,4,2,-6,1,-1,-3,-2
COc1ccc(N2CC(C(=O)Nc3nccs3)CC2=O)cc1 (stereo not drawn),-13,-5,-14,7,2,13,-3,-2,-2

# Quoted at random: 3 records from the list.
SMILES,SENP6 inh,SENP8 block-1,PfGluPho inh,UBC13 inh,SENP1 inh,SENP8 block-2,beta cell repl,HKDC1 inh,SENP7 block
Cc1ccccc1CNC(=O)c1ccc(CSCc2ccccc2)cc1,-6,-2,3,-1,1,-4,-7,5,0
COc1ccc(N2CC(C(=O)Nc3nccs3)CC2=O)cc1 (stereo not drawn),-13,-5,-14,7,2,13,-3,-2,-2
C/C(CC(=O)Nc1ccccn1)=N\NC(=O)c1ccccc1,-17,-8,·,-5,·,·,0,·,-5

# (list continues)
SMILES,SENP6 inh,SENP8 block-1,PfGluPho inh,UBC13 inh,SENP1 inh,SENP8 block-2,beta cell repl,HKDC1 inh,SENP7 block
O=C(CN1c2cccc3cccc(c23)S1(=O)=O)NCc1ccc(F)cc1,4,1,-3,10,-1,-486,-4,6,-4
CCCCN1C(=O)C2NN=C(C(=O)OC)C2C1=O (stereo not drawn),-1,-1,-9,3,0,20,0,-1,5
Cc1ccc(SCCNC(=S)Nc2ccc(C)c(C)c2)cc1,-5,-11,2,-3,3,8,-6,0,-7
O=S(=O)(Nc1ccccc1)c1cccc2nonc12,-10,11,2,-1,3,3,5,-3,2
CC(C)(C(=O)O)c1ccc(C(O)CCCN2CCC(C(O)(c3ccccc3)c3ccccc3)CC2)cc1 (stereo not drawn),-5,-6,15,-2,-1,0,-2,-3,-4
Cc1ccccc1NC(=O)CN1CCOCC1,0,0,5,4,0,12,-1,-5,4
COc1ccc(C(NC(C)=O)c2c(O)ccc3ccccc23)cc1OC (stereo not drawn),3,1,-9,6,2,-137,0,14,2
CCOC(=O)c1ccc(NC(=O)Cn2nnc3ccccc32)cc1,-15,-23,0,-5,3,25,-1,-1,3
Cc1ccc(S(=O)(=O)Nc2ccccc2N=Cc2c(F)c(F)c(F)c(F)c2F)cc1,·,·,15,·,1,24,·,12,·
COc1ccc(-c2cc(C)no2)cc1S(=O)(=O)N1CC(=O)Nc2ccccc21,5,-1,4,-4,-6,-30,-2,-2,7
CCCCCOc1ccc(C(=O)NC(C(=O)O)C(C)C)cc1 (stereo not drawn),-22,-15,-28,-5,4,10,-3,7,-5
O=C(Cc1ccc(Br)cc1)Nc1ccc(S(=O)(=O)N2CCCC2)cc1,-7,-1,·,-6,-5,6,-3,·,-6
CC1CC(CC(=O)Nc2nc(-c3ccccc3)cs2)C(=O)O1 (stereo not drawn),-8,-10,-5,-3,0,7,3,-4,-3
CC(C)Cc1c(O)nc(SCC(=O)N2CCCCCC2)[nH]c1=O,-2,-4,3,4,0,5,-3,-6,4
